# Bioassay records from PubChem BioAssay.
# Pf Dd2 inh: blocks in vitro growth of P. falciparum Dd2 | P. falciparum Dd2 growth, SYBR Green, 72 h | Potency, µM (titrated, usually from 28.9 µM), without a hit: at the highest dose activity, negative = inhibition, usual class: inhibitors | actives 4.3% (n = 120,000) | AID 1347417; active means well fitted inhibition curve with a large enough effect; inconclusive means small, poorly fitted or top-dose-only effect; inactive means no such curve, though single readings can be large or run the other way;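 further: plate controls were DMSO vehicle for no effect and reference drug for full effect; nearly all actives have a fitted effect of over 65% in size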
#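 Infected erythrocytes (Dd2, 0.3% parasitemia, 2.5% hematocrit final) are added to compound in RPMI-1640/Albumax II medium, grown 72 h at 37C in low oxygen, then lysed with saponin/Triton-X containing SYBR Green and read by fluorescence.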
# An asterisk follows results filed as active; i = inactive; ? = inconclusive; [ ] = dose if it differs, or a comment. Potency means the concentration at half of the fitted maximal effect.
SMILES,Pf Dd2 inh
CCn1c2c(c(=O)n1-c1ccccc1)CCN(C(=O)CCc1cccnc1)C2,13.8%[44.1 µM]
CCC1(CO)CCCN(Cc2ccc3c4c(cccc24)C(=O)OC3)C1 (stereo not drawn),-23.5%
N[C@H]1[C@H](O)[C@@H](N2CCC(Cc3ccccc3)CC2)[C@@H]2OC[C@H]1O2,i
CN(Cc1ccccc1)Cc1cn(C[C@H]2C[C@@H]3CCN2C[C@@H]3C(=O)Nc2ccccc2)nn1,i
CN(C)C[C@@H]1CN(C)C[C@H]1NS(=O)(=O)c1ccccc1F,?
O=C1NC2(CCN(C(=O)c3ccc(F)cc3)C2)OCc2ccccc21 (stereo not drawn),i
O=C(NC1CCCN(c2nc3ncccc3o2)C1)c1ccc(F)cc1 (stereo not drawn),?
CCCCOc1ccc(CNC(=O)c2ccc(NC(=O)N3CCCCc4ccccc43)cc2)cc1,-14.6%
O=C(Cn1cccn1)N1CC(c2noc(C3CCCN3CC3CC3)n2)C1 (stereo not drawn),i
COc1ccccc1N1CCN(C(=O)c2cnn(C(C)(C)C)c2C2CCN(C(=O)OC(C)(C)C)CC2)CC1,6.31µM*
CCOc1ccccc1CN1CC(C(=O)NCc2ccncc2)C2(CCOCC2)C1 (stereo not drawn),-10.5%
O=C(c1ccoc1)N1CCC(Oc2cccc(F)c2)C1 (stereo not drawn),?
Cc1cccc(-c2nc3cc4c(cc3cc2CN2CCC[C@H]2C(N)=O)OCO4)c1,?
COCCCNC(=O)C(NC(=O)c1cccc(C)c1)C1CCN(C(=O)c2ccccc2)CC1 (stereo not drawn),-18.3%
Cc1noc(C)c1CN1CCc2ncc(C(=O)Nc3ccccc3)n2CC1,27.9%[44.1 µM]
Cc1ccc(C)c(N2CCN(C(=O)c3ccc4c(=O)n(CCc5ccccc5)c(=O)[nH]c4c3)CC2)c1,-24.4%
COC(=O)c1ccc(OC)c(Cn2c(=O)n(-c3cccc(Cl)c3)c(=O)c3c4c(sc32)CN(C(C)=O)CC4)c1,?
CCN(CC)CCCNC(=O)c1nn(-c2ccc(OC)c(Cl)c2)c(=O)c2c1c1ccccc1n2C,1µM*
Cn1ncc(N2CCCC(CC(=O)Nc3ccccc3F)C2)cc1=O (stereo not drawn),-20.9%
Cc1nc(N2CCOCC2)c2c(C(=O)NCCc3ccccc3)c(C)oc2n1,i
Cc1noc(C)c1-c1cnc(Nc2cccc(C(F)(F)F)c2)c2c1CCO2,-21.6%[44.1 µM]
COc1ccc(NC(=O)NC[C@H]2C[C@@H]3CCN2C[C@@H]3c2cc(-c3cccs3)nn2C)cc1,?
CC[C@H]1CN(S(=O)(=O)c2ccc(OC)cc2)CC[C@H]1CC(=O)NCc1ccc(OC)cc1,i
CS(=O)(=O)N1CCCN(Cc2cccc(C#N)c2)CCNC(=O)CC1c1ccccc1 (stereo not drawn),?
O=C(Nc1ccc(Cl)cc1)c1cc(-c2ccc[nH]2)n[nH]1,-3.2%
SMILES,Pf Dd2 inh
Cc1ccccc1NC(=O)Nc1nnc(N(C)Cc2ccccc2)s1,?
Cn1cnc(S(=O)(=O)N2CCC(N(C(=O)C3CC3)C3CCOCC3)CC2)c1,79.1%[activator]
O=C(NCc1ccc(Cl)cc1)c1ccc2oc(=O)n(Cc3ccccc3)c2c1,-14.1%
Cc1ccc(C2(O)CCN(c3nccc(CCC(F)(F)F)n3)CC2)nc1,?
Cc1c(C(=O)Nc2ccccc2Cl)sc2ncnc(N(C)C3CCCCC3)c12,i
CC(C)C[C@@H]1N[C@H](C(=O)NCC2CC2)Cc2c[nH]c3cccc1c23,?
COc1ccc(C(=O)N2CCCC(c3nc(-c4ccccc4)no3)CCNC(=O)CC2)c(OC)n1 (stereo not drawn),11.2µM*
CCc1cccc(NC(=O)Cn2c(=O)n3nc(-c4cccc(F)c4)nc3c3ccccc32)c1,11.8%
C[C@H](C(=O)N1CCCC1)[C@@H]1CC[C@@]2(C)Cc3sc(-c4ccsc4)nc3[C@@H](C)[C@@H]2[C@H]1O,?
CCN(c1ccccc1)S(=O)(=O)c1nnc(NC(=O)COc2cccc(C)c2)s1,30.5%[activator]
Cn1nc(N2CCC(NC(=O)c3ncccn3)CC2)ccc1=O,-11.7%
COc1cccc(CNC(=O)CCS(=O)(=O)c2cc3c(cc2C)NC(=O)CO3)c1,1.5%
CN(C)c1nccnc1OC1CCN(C(=O)CCCc2ccccc2)C1 (stereo not drawn),-23.5%
CN(C)Cc1nnc(C2CC(NC(=O)c3ccc4c(c3)CCC4)C2)n1C (stereo not drawn),-2.4%
Cc1cc(N2CCC(C(=O)Nc3ccccc3Cl)CC2)n2nc(C)c(-c3ccc(Cl)cc3)c2n1,36.2%[activator]
COc1cc(C(=O)Oc2c(Sc3ccccc3)c(C)nn2-c2ccccc2)cc(OC)c1OC,i
CC(=O)NCC(=O)N1Cc2ccccc2CC2(CCCN(C)C2)C1 (stereo not drawn),5.4%
CC1(c2ccccc2)N(Cc2cccnc2)C(=O)OC12CCN(Cc1ccccc1)CC2 (stereo not drawn),?
O=C(Cc1ccccc1)NCC(=O)N1CCCCCCNC(=O)CC1c1ccccc1 (stereo not drawn),i
COc1ccc(CC(=O)N2CC[C@H]3CC(=O)N(Cc4cccnc4)CC[C@H]3C2)cc1,-18.2%[44.1 µM]
Cn1nc(C2CCCN(C(=O)C3CCOCC3)C2)n(Cc2ccccc2)c1=O (stereo not drawn),7.9%
O=C(Cc1ccccc1)N1CCC2(CC1)N(c1ccccc1)C(=O)CS2(=O)=O,i
O=C(CSc1cn(CCNC(=O)c2ccccc2F)c2ccccc12)Nc1ccc2c(c1)OCCO2,-28.7%
COc1ccccc1OC1(C(=O)O)CCN(c2ncnc(C)c2C)CC1,-12.6%
CN1CCC(N2CC[C@H]3COC(=O)N3c3cc(F)ccc3C2)CC1,-2.3%[44.1 µM]
SMILES,Pf Dd2 inh
Cc1nnnn1CCCN1CCn2nc(CCC(=O)O)cc2C1,-4.3%
COc1ccc(C(=O)c2cn(Cc3ccccc3F)c3ccc(F)cc3c2=O)cc1,?
COCCn1ncc(N2CCC(C(=O)N(C)Cc3ccc(N4CCN(C)CC4)cc3)C2)cc1=O (stereo not drawn),?
COc1ccc(Cl)cc1CN(C)c1cc(C2CC(N)C2)ncn1 (stereo not drawn),10µM*
CC1(C)C(=O)N(Cc2ccccc2F)[C@H]2CN(Cc3cccc(OC(F)(F)F)c3)C[C@H]2[S+]1(=O)[O-],19.9%
CCc1ccc(C(=O)N2CCC(Oc3ccc(C(=O)N(C)C)cn3)CC2)cc1,-15.8%
O=C(CCc1c[nH]c2ccccc12)Nc1ccc(-c2nnc3n2CCCC3)cc1,?
Cc1ccc(CNC(=O)C2CCN(C(=O)c3cnn(-c4ccccc4)c3-n3cccc3)CC2)cc1,-25.9%
COc1ccc(Cn2c(CNS(=O)(=O)c3ccc(Cl)s3)nc3cccnc32)cc1,-13.3%
CN(Cc1cnc2ccccn12)C(=O)c1cc(COc2ccc(F)cc2F)on1,?
CCN(CC)[C@H]1[C@@H]2OC[C@@H](O2)[C@@H](NCC2CCCCC2)[C@@H]1O,10µM*
O=S1(=O)NC2(CCN(CCc3ccccc3)C2)COc2ncccc21 (stereo not drawn),0.7%
Cc1ccc(-n2ncc(C(=O)NC3CCCCC3)c2C2CCN(C(=O)OC(C)(C)C)CC2)cc1,?
O=C(CN1CC2CC(C1)[C@H]1CCCC(=O)N1C2)NCCCN1CCCC1 (stereo partly drawn),-10.7%
Cc1ccc(C(CC(=O)Nc2ccc(C)cc2C)N2Cc3ccccc3C2=O)cc1 (stereo not drawn),i
COc1ccc(-c2cn3nc(N4CCCC(C(=O)Nc5cccc(Cl)c5C)C4)sc3n2)cc1 (stereo not drawn),-10.5%
COc1ccc(OC(=O)c2nc(SCc3ccc(F)cc3)ncc2Cl)cc1,4.4%
Cc1c(Cl)cccc1NC(=O)c1cnc(-c2ccccc2)nc1-c1ccncc1,-29.1%
CCc1nn(CCCC(=O)NC(C)c2ccccc2)c(=O)c2cc3occc3n12 (stereo not drawn),1.9%
Cc1nn(C)c(C)c1CCC(=O)N[C@@H]1CN(c2ccncn2)C[C@H]1CN(C)C,30.8%[activator]
Cc1cc(Cl)ccc1S(=O)(=O)N1CCCC1c1nncn1-c1ccccc1 (stereo not drawn),-16.3%
COc1ccc(CCN2C(=O)NC(NC(=O)c3ccccc3OC)(C(F)(F)F)C2=O)cc1OC (stereo not drawn),i
CC(C)N1C(=O)C2(CCCC2)C1C(=O)N1CCN(Cc2ccccc2)CC1 (stereo not drawn),-24.3%
COc1ncccc1CN1CCCC12Cc1ccccc1CNC2=O (stereo not drawn),-20.6%
COc1ccc(-c2noc([C@@H]3C[C@@H](O)CN3Cc3ccccc3)n2)cc1,?
SMILES,Pf Dd2 inh
O=C(Cn1nc2c(cc1=O)CCCCC2)NCC1(Cc2nnc3ccccn23)CCCCC1,-0.8%
O=C(c1cc(F)ccc1Cl)N1CCC(Cc2nc(-c3ccccc3)no2)CC1,i
O=C(c1cnccn1)N1CC(F)(F)C[C@H]1c1nc(-c2ccccc2)no1,?
COc1cccc(CNC(=O)Cn2ccc3cc(S(=O)(=O)N4CCCC4)ccc32)c1OC,34.9%[activator]
CN1C[C@@H](NC(=O)c2ccc3ccccc3c2)C[C@H]1c1nc(-c2ccc3c(c2)OCO3)no1,?
COc1cc(NC(=O)CC[C@H]2NC(=O)c3ccccc3NC2=O)ccc1-n1nc(C)cc1C,-7.4%
CN1CC2(CCN(C(=O)CC3CCCCC3)CC2)CC1C(=O)N1CCOCC1 (stereo not drawn),-1.8%
C[C@@H](NC(=O)N1CCC(n2cc(CO)nn2)CC1)c1ccc(F)cc1,3.5%
Cc1ccccc1OCC(=O)NC1CCN(c2cc(-c3ccccc3)[nH]n2)CC1,i
O=C(O)C1CCc2sc(C(=O)N3CCCC3)cc2C1 (stereo not drawn),7.7%
Cc1nccnc1N1C[C@H](NC(=O)CN2CC(=O)NC2=O)[C@@H](C2CC2)C1,-7.7%
COc1ccc(CN2C[C@@H](CN3CCCCC3)[C@@H](CO)C2)cc1O,-10.2%
Cc1cccc(NC(=O)CC2=C3CCCCC3N(C)C2=O)c1 (stereo not drawn),-11.7%
O=C(NCc1cc(F)ccc1F)C1CN(S(=O)(=O)c2cccnc2)CC12CCCCC2 (stereo not drawn),2.82µM*
O=C(NC1CCCCC1)c1ccc2c(c1)N(Cc1ccccc1Cl)C(=O)c1ccccc1S2,?
Cc1noc([C@@H]2C[C@H](NC(=O)c3ccccc3)CN2C)n1,-7.6%[44.1 µM]
Cc1ccc(C(=O)NC2CCCN(c3cc(-c4ccc(Cl)cc4)[nH]n3)C2)cn1 (stereo not drawn),-9.3%
O=C(O)C[C@@H]1CCN(C(=O)C2CC2)C[C@@H]1CCN1CCN(c2ccc(F)cc2)CC1,-1.2%[44.1 µM]
CC(Cn1ccnc1-c1cn(C2CCNCC2)nn1)Oc1cccnc1 (stereo not drawn),-6.2%
Cc1ccc(CNCc2c(C(=O)O)c(C)n(Cc3ccc(C)cc3)c2C)cc1,?
CCc1ccc(-n2c(=O)c3c4c(sc3n(CC(=O)c3ccc(Br)cc3)c2=O)CCC4)cc1,-24.5%
CCCOc1ccc(C2c3c(-c4ccccc4O)n[nH]c3C(=O)N2CCCOCC)cc1OCC (stereo not drawn),?
CCOc1ccc(CCNC(=O)c2cn(C)c3ccc(S(=O)(=O)N4CCOCC4)cc3c2=O)cc1OCC,i
Clc1ccc(-c2cnc([C@@H]3COCCN3C3CCOCC3)[nH]2)cc1,i
COc1ccc(N2CC(C(=O)N3CCC(C(=O)NCc4cccc(OC)c4)C3)NC2=O)cc1 (stereo not drawn),-5.1%

# 4 entries from above, set out differently.
> CCc1ccc(-n2c(=O)c3c4c(sc3n(CC(=O)c3ccc(Br)cc3)c2=O)CCC4)cc1
  Pf Dd2 inh: -24.5%

> CCCOc1ccc(C2c3c(-c4ccccc4O)n[nH]c3C(=O)N2CCCOCC)cc1OCC (stereo not drawn)
  Pf Dd2 inh: ?

> CCOc1ccc(CCNC(=O)c2cn(C)c3ccc(S(=O)(=O)N4CCOCC4)cc3c2=O)cc1OCC
  Pf Dd2 inh: i

> Clc1ccc(-c2cnc([C@@H]3COCCN3C3CCOCC3)[nH]2)cc1
  Pf Dd2 inh: i

# Returning to the listing, starting 2 compounds before the break.
SMILES,Pf Dd2 inh
Clc1ccc(-c2cnc([C@@H]3COCCN3C3CCOCC3)[nH]2)cc1,i
COc1ccc(N2CC(C(=O)N3CCC(C(=O)NCc4cccc(OC)c4)C3)NC2=O)cc1 (stereo not drawn),-5.1%
CCCS(=O)(=O)N[C@@H]1CN(Cc2ccccn2)C[C@H]1CN(C)C,1.7%
COc1ccc(NC(=O)c2cc(S(=O)(=O)NCCC3=CCCCC3)ccc2F)cc1,?
COc1ccc(C(=O)N[C@@H]2CN(c3ncccn3)C[C@H]2CN(C)C)c(OC)c1,22.9%
Cc1ccc(C)c(NC(=O)Cn2cc(S(=O)(=O)N3CCCC3)c(S(=O)(=O)N3CCCC3)c2)c1,21.0%
CCOC(=O)C1=C(C)N=C2SC=C(CC(=O)NCC3CC3)N2C1c1cc(OC)ccc1OC (stereo not drawn),i
COc1cccc(C(=O)Nc2cc(-c3ccccc3)no2)c1,-1.0%
O=C1CCCCC(Cc2ccccc2)(C(=O)O)N1 (stereo not drawn),3.8%

# Taken from the entries so far (4 entries):
SMILES,Pf Dd2 inh
O=C(Cn1nc2c(cc1=O)CCCCC2)NCC1(Cc2nnc3ccccn23)CCCCC1,-0.8%
O=C(c1cc(F)ccc1Cl)N1CCC(Cc2nc(-c3ccccc3)no2)CC1,i
O=C(c1cnccn1)N1CC(F)(F)C[C@H]1c1nc(-c2ccccc2)no1,?
COc1cccc(CNC(=O)Cn2ccc3cc(S(=O)(=O)N4CCCC4)ccc32)c1OC,34.9%[activator]

# Only part of the results is shown; the hit share may differ from the screen's.
